TDP-43 yeast inh = TDP-43 toxicity inhibition in yeast; AID 652104; Potency, µM (highest dose often 46.1 µM), without a hit: top-dose growth rescue (activation), hits mostly activators; 410,000 compounds, 1.8% hits; TDP-43 expressing yeast growth rescue, BacTiter-Glo, 24 h; also: % of control where 0% means no effect; nearly all actives have a fitted effect of over 50% in size
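Cell-based yeast growth screen: TDP-43 expression induced in galactose, inoculum OD600=0.02 after raffinose pregrowth to mid-log. Read-out BacTiter-Glo luminescence at 24 hr, 30 deg C; inhibition of toxicity seen as signal increase.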
KB-3-1 cytotox = KB-3-1 parental cell cytotoxicity | AID 1347075 | 400,000 compounds, 1.4% hits | KB-3-1 viability, CellTiter-Glo ATP luminescence, 72 h | Potency, µM (series often up to 46.1 µM), for the others: top-dose activity change, negative = cytotoxic, most hits filed as cytotoxic; also: % is scaled to controls: 0 for no effect and ±100 for the full control effect; nearly all actives have a fitted effect of over 60% in size
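Multi-concentration cytotoxicity screen in KB-3-1 cells grown in DMEM lacking phenol red with 10% FBS. After 72 h at 37 °C with compound, ATP-dependent luminescence was recorded.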
KB-V1 MDR tox = KB-V1 MDR subline cytotoxicity | KB-V1 MDR cells viability, CellTiter-Glo, 72 h | Potency, µM (highest dose often 46.1 µM), for inactives: top-dose activity change, negative = cytotoxicity, usual class: cytotoxic | 400,000 compounds, 3.4% hits; also: % is scaled to controls: 0 for no effect and ±100 for the full control effect; nearly all actives have a fitted effect of over 60% in size
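KB-V1 MDR subline cells in DMEM (phenol-red free, 10% FBS) exposed to compounds in qHTS concentration series for 72 h at 37 degrees C. Viability read by CellTiter-Glo luminescence; concentration-effect curves fitted after normalization and correction.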
SW480 rerep = DNA re-replication induction in SW480 cells; SW480 DNA re-replication, Hoechst DNA content imaging, 48 h; Potency, µM (doses to about 46.1 µM), inactives show at the top dose re-replication activation, usual class: activators; 340,000 compounds, 1.8% hits; AID 624297; also: % of control where 0% means no effect; nearly all actives have a fitted effect of over 55% in size
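Treated cells incubate 48 hr (37 C, 5% CO2), are stained 40 min with Hoechst, and nuclear fluorescence is enumerated; a rise in nuclei with high DNA signal marks re-replication.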
GLP1R inv ag = inverse agonists of human GLP-1 receptor. Potency, µM (doses to about 38.3 µM), for inactives: top-dose activity change, negative = inhibition, most hits filed as inhibitors. P43220. 410,000 compounds, 1.6% hits. HEK293 GLP-1R CRE-luciferase, luminescence, 24 h; GLP-1R form is constitutively active; also: % is scaled to controls: 0 for no effect and ±100 for the full control effect; nearly all actives have a fitted effect of over 55% in size
Target sequence (P43220 whole entry, looked up): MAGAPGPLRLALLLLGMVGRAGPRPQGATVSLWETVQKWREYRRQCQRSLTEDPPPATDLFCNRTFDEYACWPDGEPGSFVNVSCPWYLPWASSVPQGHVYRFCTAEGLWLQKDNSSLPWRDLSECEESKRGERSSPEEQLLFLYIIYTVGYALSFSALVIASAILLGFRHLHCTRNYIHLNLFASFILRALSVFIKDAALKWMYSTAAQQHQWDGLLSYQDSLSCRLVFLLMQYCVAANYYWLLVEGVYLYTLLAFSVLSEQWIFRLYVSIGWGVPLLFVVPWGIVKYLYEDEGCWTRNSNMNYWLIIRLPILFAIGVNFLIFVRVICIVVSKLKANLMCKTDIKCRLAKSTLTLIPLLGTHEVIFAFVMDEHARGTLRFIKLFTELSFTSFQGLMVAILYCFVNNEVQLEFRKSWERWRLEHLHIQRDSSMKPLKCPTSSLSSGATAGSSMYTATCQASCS
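Inverse agonists were sought by their lowering of basal cAMP reporter luciferase output in HEK293 cells stably carrying constitutively active human GLP-1R, after 24 h compound treatment.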
HT1080NT lethal = kills 2HG-producing HT-1080-NT fibrosarcoma cells; HT-1080-NT fibrosarcoma viability, CellTiter-Glo ATP luminescence, 48 h; Potency, µM (series often up to 46.1 µM), for inactives: top-dose activity, negative = less viability, hits mostly cytotoxic; 360,000 compounds, 1.6% hits; AID 686970;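 also: NT is the 2HG producing partner of a matched IDH1 knockdown line; 0% = DMSO-treated cells and -100% = media-only wells without cells; nearly all actives have a fitted effect of over 55% in size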
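Viability by CellTiter-Glo luminescence after 48 h compound exposure at 37C of HT-1080-NT cells (750/well, RPMI, 5% FBS). % activity scaled between DMSO wells and medium-only wells, then curve-fitted and categorized by curve class.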
HT1080 IDH1KD tx = kills HT-1080 cells with IDH1 knockdown | 360,000 compounds, 2% hits | HT-1080 IDH1 knockdown viability, ATP luminescence, 48 h | Potency, µM (titrated, usually from 46.1 µM), inactives show top-dose activity, negative = toxicity, most hits filed as cytotoxic;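 also: 0% = DMSO wells and -100% = cell-free medium wells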
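% activity derives from luminescence (CellTiter-Glo), normalised to DMSO and no-cell wells. HT-1080-IDH1KD cells, 750/well, had 48 h compound exposure at 37 °C.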
GLP-1R agonist = agonists of human GLP-1 receptor; HEK293 GLP-1R CRE-luciferase, luminescence, 4-6 h; cells express a hypersensitive GLP-1R form; 380,000 compounds, 0.007% hits; Potency, µM (series often up to 45.6 µM), without a hit: at the highest dose activation, hits mostly activators; P43220; AID 624172; also: % of control where 0% means no effect
GLP1R cytotox = cytotoxicity in counter-screen for GLP-1R inverse agonists. HEK293 cAMP-luciferase reporter cells, luminescence, 24 h. Potency, µM (top dose mostly 38.3 µM), without a hit: top-dose activity change, negative = inhibition, most hits filed as inhibitors. 410,000 compounds, 0.13% hits. AID 624418;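 also: loss of luciferase light is scored as toxicity; % is scaled to controls: 0 for no effect and ±100 for the full control effect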
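Compound-treated cells are incubated 24 hr at 37 deg C under 5% CO2 after a 12 hour attachment period, then luciferase detection reagent is added and luminescence is measured following 12 min at room temperature; lowered signal indicates toxicity.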
Starred values were filed as active, the others as inactive; & = joins results of further samples; [ ] = dose if it differs, or a comment. Calls follow the shape of the dose curve; as a rule, active = well fitted curve in the direction sought with a large enough effect; inconclusive = small, poorly fitted or top-dose-only effect, or another doubt; inactive = no such curve, though single readings can be large; an effect the other way counts as inactive or inconclusive. Potency is read from the fitted curve at half-maximal effect.

For COc1cccc(-c2nnc3n2N=C(C(C)(C)C)CS3)c1 the results were TDP-43 yeast inh inconclusive, KB-3-1 cytotox inconclusive, KB-V1 MDR tox 21µM*, SW480 rerep inconclusive, GLP1R inv ag 11µM*, HT1080NT lethal inconclusive, HT1080 IDH1KD tx inconclusive, GLP-1R agonist -18% and GLP1R cytotox -22%.
O=C(Nc1ccc(F)cc1F)c1cc(S(=O)(=O)N2CCCCC2)c[nH]1 was read as TDP-43 yeast inh -3%, KB-3-1 cytotox 18µM*, KB-V1 MDR tox inconclusive, GLP1R inv ag inconclusive, GLP-1R agonist -6% and GLP1R cytotox inconclusive.
Screening CC1CCCCC12NC(=O)N(CC(=O)N1CCc3ccccc31)C2=O (stereo not given) returned TDP-43 yeast inh 12%, KB-3-1 cytotox -4%, KB-V1 MDR tox 7%, SW480 rerep -7%, GLP1R inv ag -20%, HT1080NT lethal 2%[9.24 µM], HT1080 IDH1KD tx -11%, GLP-1R agonist -5% and GLP1R cytotox 7%.
Screening O=C(CSc1nnc(-c2cc(-c3cccs3)nc3ccccc23)o1)NC1CCCCC1 returned TDP-43 yeast inh 0%, KB-3-1 cytotox 3%, KB-V1 MDR tox -10%, SW480 rerep 13%, GLP1R inv ag -21%, HT1080NT lethal 12%, HT1080 IDH1KD tx 18%, GLP-1R agonist -8% and GLP1R cytotox -28%.
Screening Cc1c(Cc2ccccc2)c(=O)oc2c(C)c(OC(C)C(=O)NCC3CCC(C(=O)O)CC3)ccc12 (stereo not given) returned TDP-43 yeast inh 6%, KB-3-1 cytotox 0%, KB-V1 MDR tox 0%, SW480 rerep 18%, GLP1R inv ag -5%, HT1080NT lethal -2%, HT1080 IDH1KD tx -5%, GLP-1R agonist 21% and GLP1R cytotox -2%.
For COc1ccc2c(c1)cc1c(=O)n(CC(=O)NC(C)CCc3ccccc3)nc(C)n12 (stereo not given) the results were TDP-43 yeast inh 9%&1%, KB-3-1 cytotox 20%&-5%, KB-V1 MDR tox inconclusive, SW480 rerep -25%, GLP1R inv ag -13%&10%, HT1080NT lethal -1%, HT1080 IDH1KD tx 1%, GLP-1R agonist -2% and GLP1R cytotox 1%&-1%.
For COc1cc(Nc2ccn3nc(-c4ccccc4Cl)cc3n2)cc(OC)c1OC the results were TDP-43 yeast inh 14%, KB-3-1 cytotox inconclusive, KB-V1 MDR tox 0%, GLP1R inv ag inconclusive, HT1080NT lethal 23µM*, HT1080 IDH1KD tx -21%, GLP-1R agonist -9% and GLP1R cytotox -13%.
COC(=O)c1ccc(Oc2coc3cc(OCc4cnn(-c5ccccc5)c4)ccc3c2=O)cc1 was read as TDP-43 yeast inh 13%, KB-3-1 cytotox -6%, KB-V1 MDR tox 10%, SW480 rerep -8%, GLP1R inv ag 8%, HT1080NT lethal -2%, HT1080 IDH1KD tx -1%, GLP-1R agonist 0% and GLP1R cytotox -20%.
Cc1ccc(S(=O)(=O)N2CCN(C(=O)COC(=O)/C=C/c3ccc(C(F)(F)F)cc3)CC2)c(C)c1 was read as TDP-43 yeast inh -1%, KB-3-1 cytotox -3%, KB-V1 MDR tox -8%, SW480 rerep -5%, GLP1R inv ag 22%, HT1080NT lethal -4%, HT1080 IDH1KD tx 8%, GLP-1R agonist -4% and GLP1R cytotox 12%.
For OC(CNC1Cc2ccccc2C1)COc1ccc(F)cc1 (stereo not given) the results were TDP-43 yeast inh -22%[1.82 µM], KB-3-1 cytotox 9%, KB-V1 MDR tox 23%, SW480 rerep 4%, GLP1R inv ag inconclusive, HT1080NT lethal -1%, HT1080 IDH1KD tx -3%, GLP-1R agonist 3% and GLP1R cytotox 2%.
For Cc1ccc(CNC(=O)C2CCCN2C(=O)Nc2ccccc2)cc1 (stereo not given) the results were TDP-43 yeast inh 5%, KB-3-1 cytotox -9%, KB-V1 MDR tox 17%, SW480 rerep -1%, GLP1R inv ag -2%, HT1080NT lethal -4%, HT1080 IDH1KD tx 2%, GLP-1R agonist -1% and GLP1R cytotox 2%.
`CN(CCOc1ccccc1)C(=O)c1ccc(Cl)c(S(=O)(=O)N2CCCCC2)c1` gave TDP-43 yeast inh 22%, KB-3-1 cytotox inconclusive, KB-V1 MDR tox -11%, SW480 rerep 2%, GLP1R inv ag inconclusive, HT1080NT lethal -2%, HT1080 IDH1KD tx -1%, GLP-1R agonist -2% and GLP1R cytotox -4%.
Screening COc1ccc(Cl)cc1Nc1nc(N)nc(C(F)(F)F)n1 returned TDP-43 yeast inh -2%, KB-3-1 cytotox inconclusive, KB-V1 MDR tox inconclusive, SW480 rerep -8%, GLP1R inv ag 0%, HT1080NT lethal 0%, HT1080 IDH1KD tx -15%, GLP-1R agonist 19% and GLP1R cytotox -12%.
CCC(C)NC(=O)c1sc2nc(C)c(C(=O)Nc3ccc(C)cc3C)c(-c3ccc(NC(C)=O)cc3)c2c1N (stereo not given) was read as TDP-43 yeast inh 16%, KB-3-1 cytotox -7%, KB-V1 MDR tox 26%, GLP1R inv ag 12% and GLP1R cytotox 51%[activator].
Cc1ccc(C(=O)NCc2nnc(SCC(=O)Nc3ccccc3)n2C)cc1 was read as TDP-43 yeast inh 13%, KB-3-1 cytotox 8%, KB-V1 MDR tox 1%, SW480 rerep -2%, GLP1R inv ag -2%, HT1080NT lethal 0%, HT1080 IDH1KD tx -1%, GLP-1R agonist 2% and GLP1R cytotox 8%.
`O=C(CCNC(=O)C1CCN(S(=O)(=O)c2ccc(F)cc2)CC1)NCc1ccncc1` gave TDP-43 yeast inh -1%, KB-3-1 cytotox 7%, KB-V1 MDR tox 6%, SW480 rerep -7%, GLP1R inv ag 0%, HT1080NT lethal 5%, HT1080 IDH1KD tx 15%, GLP-1R agonist -2% and GLP1R cytotox -1%.
CCOC(=O)N1CCN(c2cc(=O)n(-c3ccc(OC)cc3)c(=O)[nH]2)CC1 was read as TDP-43 yeast inh -10%, KB-3-1 cytotox -2%, KB-V1 MDR tox 2%, SW480 rerep -4%, GLP1R inv ag 0%, HT1080NT lethal 6%, HT1080 IDH1KD tx 5%, GLP-1R agonist -2% and GLP1R cytotox -10%.
COC(=O)c1cn(NC(=O)c2ccc(OC)c([N+](=O)[O-])c2)c(=O)c2ccccc12 was read as TDP-43 yeast inh 1%, KB-3-1 cytotox 9%, KB-V1 MDR tox -29%, SW480 rerep 0%, GLP1R inv ag 16%[0.307 µM], HT1080NT lethal 11%, HT1080 IDH1KD tx 12%, GLP-1R agonist -2% and GLP1R cytotox -6%[0.307 µM].
Screening O=C(Cn1nnc(-c2ccncc2)n1)NCCc1ccccc1 returned TDP-43 yeast inh 3%, KB-3-1 cytotox 5%, KB-V1 MDR tox 1%, SW480 rerep 3%, GLP1R inv ag -8%, HT1080NT lethal 11%, HT1080 IDH1KD tx 20%, GLP-1R agonist 0% and GLP1R cytotox 1%.
Screening CCCc1cc(C(=O)Nc2cc(OC)ccc2OC)cs1 returned TDP-43 yeast inh inconclusive, KB-3-1 cytotox 27%, KB-V1 MDR tox 8%, SW480 rerep 26%, GLP1R inv ag inconclusive, HT1080NT lethal -5%, HT1080 IDH1KD tx -3%, GLP-1R agonist 1% and GLP1R cytotox 14%.
Screening COCCc1ncc(CN2CCCCC2C(=O)Nc2ccc(Oc3ccccc3)nc2)cn1 (stereo not given) returned TDP-43 yeast inh -15%, KB-3-1 cytotox 5%, KB-V1 MDR tox -7%, SW480 rerep -10%, GLP1R inv ag 0%, HT1080NT lethal 1%, HT1080 IDH1KD tx 1%, GLP-1R agonist 0% and GLP1R cytotox -4%.
Screening COC(=O)c1ccc(Oc2ccc(C(F)(F)F)cn2)cc1 returned TDP-43 yeast inh -5%, KB-3-1 cytotox 0%, KB-V1 MDR tox 0%, SW480 rerep -3%, GLP1R inv ag 1%, HT1080NT lethal inconclusive, HT1080 IDH1KD tx 19%, GLP-1R agonist 12% and GLP1R cytotox -1%.
CCOP(=O)(OCC)C(NC(=O)Nc1ccc(Cl)c(Cl)c1)C(N)=O (stereo not given) was read as TDP-43 yeast inh 3%, KB-3-1 cytotox 25%, KB-V1 MDR tox inconclusive, SW480 rerep -7%, GLP1R inv ag 11%, HT1080NT lethal 3%, HT1080 IDH1KD tx 4%, GLP-1R agonist -7% and GLP1R cytotox 2%.
For Cc1ccc(CNS(=O)(=O)N(C)C)cc1 the results were TDP-43 yeast inh 3%, KB-3-1 cytotox -3%, KB-V1 MDR tox inconclusive, SW480 rerep -5%, GLP1R inv ag 1%, HT1080NT lethal 27%, HT1080 IDH1KD tx 28%, GLP-1R agonist -10% and GLP1R cytotox 0%.
For CCCn1c(SCC(=O)N2CCCC2)nc2c1c(=O)n(C)c(=O)n2C the results were TDP-43 yeast inh 4%, KB-3-1 cytotox 28%, KB-V1 MDR tox inconclusive, SW480 rerep -15%, GLP1R inv ag 0%, HT1080NT lethal 0%, HT1080 IDH1KD tx 1%, GLP-1R agonist 6% and GLP1R cytotox -11%.
`Cc1c(Cl)cccc1-n1c(-c2cccnc2)n[nH]c1=S` gave TDP-43 yeast inh 18%, KB-3-1 cytotox 1%, KB-V1 MDR tox 18%, SW480 rerep -14%, GLP1R inv ag 3%, HT1080NT lethal 4%, HT1080 IDH1KD tx 7%, GLP-1R agonist -2% and GLP1R cytotox 1%.

Random excerpt: 2 records from the list.
Screening COC(=O)c1ccc(Oc2ccc(C(F)(F)F)cn2)cc1 returned TDP-43 yeast inh -5%, KB-3-1 cytotox 0%, KB-V1 MDR tox 0%, SW480 rerep -3%, GLP1R inv ag 1%, HT1080NT lethal inconclusive, HT1080 IDH1KD tx 19%, GLP-1R agonist 12% and GLP1R cytotox -1%.
`Cc1c(Cl)cccc1-n1c(-c2cccnc2)n[nH]c1=S` gave TDP-43 yeast inh 18%, KB-3-1 cytotox 1%, KB-V1 MDR tox 18%, SW480 rerep -14%, GLP1R inv ag 3%, HT1080NT lethal 4%, HT1080 IDH1KD tx 7%, GLP-1R agonist -2% and GLP1R cytotox 1%.

Assay outcomes as filed in PubChem.
